Compound activity (PubChem BioAssay)
RGS4 inh = RGS4 inhibitors, primary screen, cell-based, HEK293 M3R inducible RGS4, calcium flux; 310,000 compounds, 0.45% hits; Regulator of G-protein signaling 4 (Homo sapiens), P49798; Fluo-4 calcium flux; stronger effect = higher value; triggered by carbachol at its EC20; B-score at 10 µM; AID 463165, 2010;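 active means B-score, a plate-corrected calcium signal, over three deviations above library mean, with baseline fluorescence within five deviations of library mean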;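 further: RGS4 expression induced by doxycycline in cells with stable M3 receptor; B-score is computed from the integrated fluorescence ratio over baseline after carbachol; higher B-score means a larger calcium signal and so more RGS4 inhibition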
MrgX1 agonist = agonists of human MrgX1 receptor, primary screen, HEK293 cells, Fluo-4 calcium flux | Fluo-4 calcium fluorescence, agonist mode; stronger effect = higher value | 310,000 compounds, 0.44% hits | B-score at 10 µM;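 active means calcium response B-score plate-corrected fluorescence ratio at least 3 library SD, with starting fluorescence B-score inside 5 SD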
Target sequence (Q96LB2 whole entry, looked up): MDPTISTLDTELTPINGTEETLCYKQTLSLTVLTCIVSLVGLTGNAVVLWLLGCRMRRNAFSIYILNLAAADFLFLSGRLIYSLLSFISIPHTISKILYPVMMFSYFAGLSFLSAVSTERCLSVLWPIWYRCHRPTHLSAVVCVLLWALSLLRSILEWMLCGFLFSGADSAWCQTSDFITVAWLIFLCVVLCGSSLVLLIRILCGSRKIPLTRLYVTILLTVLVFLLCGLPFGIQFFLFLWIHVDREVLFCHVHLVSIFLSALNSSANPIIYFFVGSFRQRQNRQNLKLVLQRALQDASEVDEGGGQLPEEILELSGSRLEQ
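System – MrgX1-expressing HEK293 cells · Incubation – cells plated overnight, dye loaded 0.5 h 37 °C, 0.5 h room temperature · Technique – kinetic Fluo-4 NW fluorescence of intracellular calcium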
hERG rescue = hERG rescue from dofetilide block, primary screen, cell-based, CHO-hERG, FluxOR thallium flux, dofetilide IC70. 310,000 compounds, 0.51% hits. dofetilide IC70 present. AID 1511, 2009. activation (rescue from dofetilide block), less the hit threshold, % at 10 µM;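 active means activation above the mean of controls blocked by dofetilide plus 5 SD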;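 further: thallium influx through hERG after potassium depolarization seen as dye fluorescence rise; in these data hits start at about 4.7%; inactives centre near -7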
RGS4 act = RGS4 potentiators or activators, primary screen, cell-based, HEK293 M3R inducible RGS4, calcium flux | carbachol calcium flux Fluo4; stronger effect = lower value | B-score at 10 µM | 310,000 compounds, 0.92% hits | AID 463111, 2010;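 active means B-score of the integrated calcium signal more than 4 SD below the library mean, with starting fluorescence not abnormally high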;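 further: negative B-score means reduced calcium response which marks RGS4 activation or potentiation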
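Material: M3R-expressing HEK293 line, RGS4 induced by doxycycline | Schedule: Overnight RGS4 induction, 30 min dye load 37 °C, 20 min compound RT | Measured by: Fluo4 fluorescence kinetic imaging of calcium | Read-out: Integrated calcium ratio converted to B score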
KCNK9 block = KCNK9 potassium channel inhibitors, primary screen, HEK293 cells, thallium flux | Potassium channel subfamily K member 9 (Homo sapiens), Q9NPC2 | FluxOR thallium flux fluorescence; stronger effect = lower value | B-score at 10 µM | 310,000 compounds, 1.2% hits | AID 488922, 2010;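 active means ratio B-score over 3 SD below the library mean, with starting fluorescence within 5 SD of its mean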;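 further: negative B-score means less thallium flux so channel inhibition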
ANO1 activ = TMEM16A chloride channel activators or potentiators, primary screen, cell-based, HTS; B-score at 10 µM; 340,000 compounds, 0.3% hits; Anoctamin-1 (Mus musculus), Q8BHY3; AID 623877, 2012; HEK293 TMEM16A/YFP-H148Q/I152L, iodide quench fluorescence; stronger effect = lower value;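 active means fluorescence-ratio B-score plate-corrected deviation score at least 3 library SD below zero, with starting fluorescence score within 5 deviations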;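 further: channel opened by trigger with iodide after compound preincubation; score built on the fluorescence ratio of max minus min over baseline; more negative score means more quench and so TMEM16A activation or potentiation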
ANO1 block = TMEM16A chloride channel inhibitors, primary screen, cell-based, HTS | normalized B-score (activity score, 25-100; higher = stronger inhibition) at 10 µM | 310,000 compounds, 1.2% hits | Anoctamin-1 (Mus musculus), Q8BHY3 | HEK293 TMEM16A/YFP iodide influx fluorescence, ionomycin;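 active means ratio plate-corrected score three or more library SD toward inhibition, starting fluorescence score within five deviations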;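 further: score derived from kinetic fluorescence span divided by baseline fluorescence per well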
MrgX1 allo act = positive allosteric modulators of MrgX1, primary screen, HEK293 cells, Fluo-4 calcium flux; Mas-related G-protein coupled receptor member X1 (Homo sapiens), Q96LB2; FDSS; stronger effect = higher value; B-score at 10 µM; 310,000 compounds, 0.63% hits; AID 588675, 2011;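 active means plate-corrected calcium response at least 3 library SD above typical, normal starting fluorescence, not activating the receptor alone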;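 further: compound read alongside a low EC10 to EC30 dose of BAM8-22 agonist; peak minus trough fluorescence over baseline measured at the second addition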
KCNQ1 pot = potentiators or activators of KCNQ1 channel, primary screen, cell-based, thallium flux, high-throughput; AID 2648, 2010; 310,000 compounds, 0.35% hits; B-score at 10 µM; CHO-K1 KCNQ1, thallium flux FluxOR fluorescence; stronger effect = higher value; Potassium voltage-gated channel subfamily KQT member 1 (Homo sapiens), P51787;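 active means fluorescence ratio B-score, a plate-corrected score, at least three library SD, with initial intensity B-score within 5 SD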
Target sequence (P51787 whole entry, looked up): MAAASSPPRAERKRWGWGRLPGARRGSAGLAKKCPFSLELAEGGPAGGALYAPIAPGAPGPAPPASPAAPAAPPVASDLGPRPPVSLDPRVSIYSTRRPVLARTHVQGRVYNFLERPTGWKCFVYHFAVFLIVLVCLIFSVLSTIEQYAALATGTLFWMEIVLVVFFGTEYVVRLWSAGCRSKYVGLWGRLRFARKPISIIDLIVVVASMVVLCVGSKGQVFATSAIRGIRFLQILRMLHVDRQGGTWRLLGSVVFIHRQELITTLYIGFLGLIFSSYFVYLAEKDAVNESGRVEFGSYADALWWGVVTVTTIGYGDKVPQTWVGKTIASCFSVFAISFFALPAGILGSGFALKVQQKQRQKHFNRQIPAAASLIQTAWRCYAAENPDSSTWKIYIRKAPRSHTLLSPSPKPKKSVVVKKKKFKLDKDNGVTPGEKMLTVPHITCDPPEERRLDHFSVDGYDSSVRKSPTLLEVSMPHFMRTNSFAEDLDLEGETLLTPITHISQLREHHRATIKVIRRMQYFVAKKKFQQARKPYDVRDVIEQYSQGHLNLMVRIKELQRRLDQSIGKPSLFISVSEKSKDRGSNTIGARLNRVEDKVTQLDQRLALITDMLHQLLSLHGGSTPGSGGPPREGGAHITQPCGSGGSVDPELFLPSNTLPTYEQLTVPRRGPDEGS
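Medium – assay buffer, equal DMSO in all wells · Material – CHO-K1 cell line with stable KCNQ1 potassium channel expression · Signal – kinetic FluxOR thallium fluorescence, 10-s 1-Hz baseline, 110-s post-stimulus read · Compound – single concentration per compound, DMSO matched to controls · Schedule – 37 °C overnight plating, 90-min dark dye load, 20-min compound pretreatment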
KCNQ1 inh = inhibitors of human KCNQ1 channel, primary screen, cell-based, thallium flux, high-throughput | Potassium voltage-gated channel subfamily KQT member 1 (Homo sapiens), P51787 | CHO-K1 KCNQ1, FluxOR thallium flux fluorescence; stronger effect = higher value | B-score at 10 µM | 310,000 compounds, 1.3% hits;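 active means compounds whose thallium flux B-score, printed positive for inhibition, exceeds three library SD while starting fluorescence stays within three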;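 further: channel opened by potassium depolarization with thallium stimulus after 20 min compound exposure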
KCNK3 block = human KCNK3 channel inhibitors, primary screen, CHO cells, FluxOR thallium flux, B-score; Potassium channel subfamily K member 3 (Homo sapiens), O14649; FluxOR fluorescence; stronger effect = lower value; B-score at 10 µM; 340,000 compounds, 0.84% hits;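 active means B-score under library mean minus 4 SD, starting fluorescence ratio at most library mean plus 5 SD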;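 further: more negative B-score means stronger inhibition of thallium flux through KCNK3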
An asterisk follows results filed as active; i = inactive; . = no result given.

Each structure is followed by: KCNQ1 inh, ANO1 activ, ANO1 block, KCNK3 block, MrgX1 allo act, hERG rescue, KCNQ1 pot, RGS4 act, KCNK9 block, MrgX1 agonist, RGS4 inh
> NC(=O)c1cc(S(=O)(=O)NCCCc2ccco2)cs1
    i, i, i, i, i, -4, i, i, i, i, i
> CCOc1ccc(-c2nnc3sc(COc4ccccc4)nn23)cc1
    i, i, i, i, i, -16, i, i, i, i, i
> Cc1cc(Cl)ccc1OCC(=O)N1CCCCC1
    i, i, i, i, i, -8, i, i, i, i, i
> Cc1ccc(CNC(=O)COc2cc(O)c3c(c2)OC(C)(C)CC3=O)cc1
    i, i, i, i, i, -9, i, i, i, i, i
> Cc1ccccc1-c1ncc(CN2CCN(C3CCCC3)C(CCO)C2)cn1 (configuration not stated)
    i, i, i, i, i, -15, i, i, i, i, i
> O=C1c2ccccc2C(=O)N1CC(O)CN1CCOCC1 (configuration not stated)
    i, i, i, i, i, -8, i, i, i, i, i
> Cc1ccc(S(=O)(=O)N(CC2CO2)c2cc(Cl)ccc2Cl)cc1 (configuration not stated)
    i, i, i, i, i, -7, i, i, i, i, i
> Cc1cccc(CN2C3=NCCCN3c3ccccc32)c1
    i, i, i, i, i, -6, i, i, i, i, i
> CCOc1ccc(NC(=O)CN2CCN(CC(=O)Nc3ccc4c(c3)OCCO4)CC2)cc1
    ., i, i, i, i, ., ., ., ., i, .
> CCc1c(C)nc2ncnn2c1N1CCC(C(=O)N2CCN(c3ccc(F)cc3)CC2)CC1
    i, i, i, i, i, -4, i, i, i, i, i
> COc1ccc2cc(C(C)c3nc4ccccc4c(=O)n3N)ccc2c1 (configuration not stated)
    i, i, i, i, i, -8, i, i, i, i, i
> Nc1c(S(=O)(=O)c2ccccc2)c2nc3ccccc3nc2n1Cc1ccco1
    i, i, i, i, i, -14, i, i, i, i, i
> COc1ccc(CCNC(=O)/C(C#N)=C/c2ccc(OCC(=O)NCC3CCCO3)cc2)cc1OC (configuration not stated)
    i, i, i, i, i, -9, i, i, i, i, i
> CCCCC1CC(CSc2ncn[nH]2)OC1=O (configuration not stated)
    i, i, i, i, i, -3, i, i, i, i, i
> CC1CCCCN1CCn1c(=S)[nH]c2cc3c(cc2c1=O)OCO3 (configuration not stated)
    i, i, i, i, i, -20, i, i, i, i, i
> NS(=O)(=O)c1ccc(O)c(N2C(=O)c3cccc4c(C(=O)O)ccc(c34)C2=O)c1
    i, i, i, i, i, -5, i, i, i, i, i
> Cc1cc2oc(C(=O)N(Cc3ccccc3)c3ccccn3)cc(=O)c2cc1Cl
    i, i, i, i, i, -1, i, i, i, i, i
> Cc1c(N2C(=O)c3cccc4cccc(c34)C2=O)cnn1C
    i, i, i, i, i, -5, i, i, i, i, i
> O=C(O)c1c(C(=O)O)c(-c2ccc(F)cc2)n2c1CCC2
    i, i, i, i, i, -3, i, i, i, i, i
> C#CCNC(=O)C(C)c1ncc(C(F)(F)F)cc1Cl (configuration not stated)
    i, i, i, i, i, -6, i, i, i, i, i
> Cn1ncc(Br)c1C(=O)N1CCCC1
    i, i, i, i, i, -4, i, i, i, i, i
> Cc1cc2nc(-c3cccc(NC(=O)c4ccc(Br)o4)c3C)oc2cc1C
    i, i, i, i, i, -5, i, i, i, i, i
> CN(C)/C=N/c1c(C#N)cnn1-c1ccccc1
    i, i, i, i, i, -7, i, i, i, i, i
> CCOC(=O)N1CCN(C(=O)c2ccc3c(=O)n(Cc4ccccc4)c(=S)[nH]c3c2)CC1
    i, i, i, i, i, -8, i, i, i, i, i
> CCc1c(C)nc2c(C#N)c(C)[nH]n2c1=O
    i, i, i, i, i, -1, i, i, i, i, i
> Cc1cc(/C=C2\SC(=S)N(Cc3ccco3)C2=O)c(C)n1-c1cccnc1
    i, i, ., i, ., -18, i, i, i, ., i
> COc1ccc(S(=O)(=O)n2nc(C)c(S(=O)(=O)N3CCOCC3)c2C)cc1OC
    i, ., i, ., i, -2, i, i, i, i, i
> CCC(CC)C1=NN2C(=N)/C(=C\c3cc(C)n(-c4cccc(C)c4)c3C)C(=O)N=C2S1
    i, i, i, i, i, -3, i, -7.6*, i, i, i
> CC(C)C(=O)Nc1cccc(C(=O)Nc2ccc(S(=O)(=O)Nc3nccs3)cc2)c1
    i, i, i, i, i, -7, i, i, i, i, i
> Cc1sc2ncn(CC(=O)N3CCCC(C)C3)c(=O)c2c1S(=O)(=O)N1CCCCC1 (configuration not stated)
    i, i, i, i, i, -7, i, i, i, i, i
> CC1(c2ccc(OC(F)F)cc2)NC(=O)N(CC(=O)Nc2ccc(OC(F)F)cc2)C1=O (configuration not stated)
    i, -14*, i, i, i, -18, i, i, i, i, i
> CN(C)S(=O)(=O)c1ccc(C(=O)NCc2ccco2)cc1
    i, i, i, -9.2*, i, -4, i, i, i, i, i
> CN(C)S(=O)(=O)c1cccc(C(=O)NCC2CCCCC2)c1
    i, i, i, i, i, 0, i, i, i, i, i
> O=[N+]([O-])c1cccc(CSC2=NCCN2S(=O)(=O)c2ccccc2)c1
    i, i, i, i, i, -8, i, i, i, i, i
> CSc1ncccc1C(=O)NC1CCN(Cc2ccccc2)CC1
    i, i, i, i, i, -8, i, i, i, i, i
> O=C(CSc1ccc(-c2ccc(Br)cc2)nn1)N1CCOCC1
    i, i, i, i, i, 5.0*, i, i, i, i, i
> COc1cc2c(cc1O)C(SC)=NC(C)(C)C2
    i, i, i, i, i, -9, i, i, i, i, 15*
> O=C(c1ccc(F)cc1F)N1CCCC(c2nc(-c3ccc(F)cc3)no2)C1 (configuration not stated)
    i, i, i, i, i, -13, i, i, i, i, i
> O=C(c1ccccc1-n1cccc1)N1N=C(C(F)F)CC1(O)C(F)F (configuration not stated)
    i, i, i, i, i, -8, i, i, i, i, i
> CCc1nnc(NS(=O)(=O)c2ccc(NC(=O)c3cccc(Cl)c3)cc2)s1
    i, i, i, i, i, -14, i, i, i, i, i
> COC(=O)c1ccc(NC(=O)Nc2ccc(F)cc2)cc1
    6*, i, i, i, i, -13, i, i, i, i, i
> Cc1ccc(C2C3=C(CC(C)(C)CC3=O)N=C3c4ccccc4C(=O)C32)cc1 (configuration not stated)
    i, i, i, i, i, -7, i, i, i, i, i
> CC(C)C[C@H]1COCCS(=O)(=O)N1Cc1cccc(Cl)c1
    i, i, i, i, i, -9, i, i, i, i, i
> CCOc1ccc(NC(=O)CN2C(=O)C3CCCN3C2=O)cc1 (configuration not stated)
    i, i, i, i, i, -6, i, i, i, i, i
> COc1ccc(NC(=O)NNC(=O)c2ccc(Cl)cc2Cl)cc1OC
    i, i, i, i, i, -12, i, i, i, i, i
> COC(=O)C/C=C/[C@@H](C)[C@@H](/C=N/OC[C@H]1O[C@H](c2ccccc2)C=C[C@@H]1Oc1ccc(OC)cc1)OC
    i, ., i, ., i, -9, i, i, i, i, i
> COc1ccc(NS(=O)(=O)c2cc(NC(=O)C3CC3)ccc2N2CCOCC2)cc1
    i, i, i, i, i, -4, i, i, i, i, i
> CC(=O)Nc1ccc(S(=O)(=O)N(C2=NCC(C)S2)c2ccccc2)cc1 (configuration not stated)
    i, i, i, i, i, -13, i, i, i, i, i
> Fc1cccc(Cl)c1CNc1ccc(N2CCCC2)cc1
    6*, i, i, i, i, -18, i, i, i, i, i
> Cc1ccc2c(Cl)cc(Cl)c(OCC(=O)Nc3cccc(S(=O)(=O)N(C)C)c3)c2n1
    i, i, i, i, i, -6, i, i, i, i, i
> CN(CC1CCN(CCc2cccc(C(F)(F)F)c2)CC1)C(=O)c1ccc(F)cc1F
    i, i, i, i, i, -3, i, i, i, i, i
> CCCCCn1c(=O)c(F)cn(Cc2ccc(OC)c([N+](=O)[O-])c2)c1=O
    i, i, i, i, i, -8, i, i, i, i, i
> OCC[C@H]1C[C@H](O)[C@@H](O)[C@@]2(Cc3ccccc3CCO2)O1
    ., i, i, i, i, ., ., ., ., i, .
> O=C(NNS(=O)(=O)c1ccc(F)cc1)c1cccc(O)c1
    i, i, i, i, i, -10, i, i, i, i, i
> Cc1nc2ccc(NC(=O)Cc3ccc(Br)cc3)cc2s1
    i, i, i, i, i, -7, i, i, i, i, i
> Cc1cc(C(=O)N(C)C)sc1-c1ccccc1
    i, i, i, i, i, 1, i, i, i, i, i
> COc1ccc2[nH]c(C(=O)N3CCNCC3)cc2c1OC
    i, i, ., i, ., -5, i, i, i, ., i
> CC(=O)Oc1ccc(C(=O)[C@H]2[C@H]3C(=O)N(c4ccc(C)cc4)C(=O)[C@H]3[C@@H]3C=CC=NN32)cc1
    i, i, i, i, i, -6, i, i, i, i, i
> c1ccc(CSCCc2ccncc2)cc1
    i, i, i, i, i, -2, i, i, i, i, i
> O=c1ccccn1CCOc1ccccc1Cl
    i, i, i, i, i, 5.3*, i, i, i, i, i

Carrying on:
Each structure is followed by: KCNQ1 inh, ANO1 activ, ANO1 block, KCNK3 block, MrgX1 allo act, hERG rescue, KCNQ1 pot, RGS4 act, KCNK9 block, MrgX1 agonist, RGS4 inh
> Cc1cc(NS(=O)(=O)c2ccc(NC(=O)N[C@H](C(=O)O)C(C)C)cc2)no1
    i, i, i, i, i, -8, i, i, i, i, i
> CCc1ccc(NCc2nc(-c3ccccc3)no2)cc1
    i, i, i, i, i, -6, i, i, i, i, i
> CCCn1nnc(NC(=O)c2cccnc2Cl)n1
    i, i, i, i, i, -9, i, i, i, i, i
> Cc1ccccc1NC(=O)NCCCN1CCCC1=O
    i, i, i, i, i, -12, i, i, i, i, i
